# 12-LOX inh: ALOX12 (human) lipoxygenase inhibition. P18054. purified 12hLO, xylenol orange hydroperoxide absorbance. Potency, µM (top dose mostly 108 µM), for inactives: top-dose activity change, negative = inhibition, hits mostly inhibitors. actives 1.1% (n = 580,000). AID 1671190; active = well fitted inhibition curve with a large enough effect; inconclusive = small, poorly fitted or top-dose-only effect, or another doubt; inactive = no such curve, though single readings can be large or run the other way
# Target sequence (P18054 whole entry, looked up): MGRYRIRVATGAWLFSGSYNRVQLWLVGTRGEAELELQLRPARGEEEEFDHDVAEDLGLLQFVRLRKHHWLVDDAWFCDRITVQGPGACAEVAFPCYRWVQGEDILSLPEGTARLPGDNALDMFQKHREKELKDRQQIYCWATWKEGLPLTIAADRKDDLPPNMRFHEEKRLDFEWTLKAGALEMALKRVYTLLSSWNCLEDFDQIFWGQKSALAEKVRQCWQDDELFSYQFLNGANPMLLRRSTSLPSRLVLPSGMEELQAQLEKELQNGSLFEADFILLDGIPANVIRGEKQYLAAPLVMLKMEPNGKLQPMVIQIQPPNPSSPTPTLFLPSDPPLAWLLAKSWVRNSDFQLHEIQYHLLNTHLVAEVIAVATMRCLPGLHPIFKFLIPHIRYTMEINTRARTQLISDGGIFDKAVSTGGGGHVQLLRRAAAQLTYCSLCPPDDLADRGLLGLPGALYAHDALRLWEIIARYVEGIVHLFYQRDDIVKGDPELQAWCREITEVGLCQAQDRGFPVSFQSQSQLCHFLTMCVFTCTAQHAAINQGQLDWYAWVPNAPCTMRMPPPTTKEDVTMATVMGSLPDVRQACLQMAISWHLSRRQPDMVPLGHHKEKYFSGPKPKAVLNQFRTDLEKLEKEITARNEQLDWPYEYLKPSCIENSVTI
#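 Purified human 12hLO (150 nM final) in 25 mM Hepes, 0.01% Triton X-100, pH 7.0 was preincubated 15 min at room temperature with compound. Then 40 uM arachidonic acid was added, 30 min. Hydroperoxide was read by Fe-XO absorbance ratio 573/405 nm.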
# Numbers without * were called inactive; ? = inconclusive; [ ] = remark or other dose. % is set by controls: 0 for no effect and ±100 for the full control effect; potency is the fitted concentration of half-maximal effect. An excerpt. The share of hits here may be higher or lower than overall.
SMILES,12-LOX inh
Cn1c(C(=O)N2CCNc3cnc(Nc4cccc(C(F)(F)F)c4)nc3C2)cc2ccccc21,?
Cc1cc(C)cc(C(=O)NCCn2cccc2-c2nc(-c3ccc4c(c3)OCO4)no2)c1,3%
O=C(NC1CCN(Cc2ccccc2)CC1)C(F)(F)F,48%
CSc1cccc(NC(=O)N[C@H]2C[C@@H](C(=O)N[C@@H](CCCNC(=O)CC(C)(C)C)C(N)=O)N(C(=O)CC(C)(C)C)C2)c1,14%
O=C(COC(=O)c1cc(Br)c[nH]1)NCc1ccc(F)cc1,?
Cc1nccc(-c2ccccc2)c1C(=O)N1CCOCC1CC(=O)N(C)C (stereo not drawn),76%[activator]
O=C(NCCc1ccccc1)C1CCc2ncc(-c3ccsc3)n2C1 (stereo not drawn),56%[activator]
Cc1cc(SCC(=O)NC(N)=O)nc2c(C)cccc12,?
Cc1nn(CC(O)COc2ccccc2)c(=O)c2ccccc12 (stereo not drawn),11%
CC(=O)NCCC(=O)N1CCOc2c(O)cc(-c3cccc(Cl)c3)cc2C1,?
CCc1cccc(C)c1NC(=O)C(C)n1c2ccccc2c2nc(=O)cc(C)n21 (stereo not drawn),?
COc1ccc(-c2nc3cnc(OC)nc3n(C)c2=O)cc1,0%
CN1CCC(N[C@H]2CC(C)(C)[C@@H]3C[C@@](C)(O)CC[C@]23CCC(=O)NCc2cccnc2)CC1,36%[activator]
CN1CC(=O)N(C2CCCNCC2)Cc2c1ncnc2N1CCOCC1 (stereo not drawn),?
O=C(O)COc1ccc(-c2nccc3c2C(=O)N(Cc2c[nH]c4ccccc24)CC(COc2ccccc2F)O3)cc1 (stereo not drawn),14%
Cc1ccsc1/C=C1\Oc2cc(OC(=O)c3ccco3)ccc2C1=O,?
Oc1ccc(CN2CC(CNc3ccccc3)C3(C2)CN(c2ccccc2)C3)cc1 (stereo not drawn),63µM*
Cc1nc2cc(NS(=O)(=O)c3cc(F)ccc3F)ccc2o1,-30%
Cc1ccc(-c2ncc(C(=O)N3CCOC(CCN)C3)c(=O)[nH]2)cc1 (stereo not drawn),?
CCC[C@H]1[C@@H](NC(=O)Nc2ccc(C#N)cc2)CC[C@@]23CCCN2C(=O)CCC[C@@H]13,?
CCOCCCNCc1cccc(C)c1,?
Cc1noc(C)c1CC(=O)N1CCCC(c2noc(COc3ccccc3F)n2)C1 (stereo not drawn),45%[activator]
O=C(NCCc1c[nH]c2ccccc12)NC12CC3CC(CC(C3)C1)C2,15%
O=C(c1ccccc1C(F)(F)F)N1CCc2nc3cc[nH]n3c(=O)c2C1,6%
CN=c1scc(C)n1/N=C/c1ccc(C#N)cc1,?

# 12-LOX inh, hit marks shown above.
SMILES,12-LOX inh
Oc1ccc(CN2CC(CNc3ccccc3)C3(C2)CN(c2ccccc2)C3)cc1 (stereo not drawn),63µM*

# Remaining list, next part
SMILES,12-LOX inh
CC(C)c1nc2c(c(-c3ccc(O)cc3)n1)CN(C(=O)c1ccccc1F)CC2,10%
Cc1ccc(C2(c3noc(CN(C)CCCN4CCOCC4)n3)CCCC2)cc1,1%
CN1CC(=O)N(c2ccc([N+](=O)[O-])cc2)Cc2c1ncnc2N1CCN(c2ncccn2)CC1,9%
CSc1cccc(NC(=O)c2ccc3c(c2)NC(=O)CS3)c1,-23%
CSc1nc(NCCCN(C)C)c2c3c(sc2n1)CN(C)CC3,?
CCc1nc(-c2c3n(c(=O)n(Cc4cccc(C(=O)OC)c4)c2=O)CCCC3)no1,7%
c1cncc(OC2CCN(Cc3ccc4c(c3)CN(Cc3ccc5c(c3)OCO5)CCO4)CC2)c1,8%
CC(C)(O)C#Cc1ccc(C(=O)N2CCOCC2CC(=O)NC2CC2)o1 (stereo not drawn),49%[activator]
N#Cc1ccc2nc(CO[C@H]3CN(C(=O)c4cccnc4)C[C@H]3F)[nH]c2c1,64%[activator][176 µM]
Cc1ccc(NC2(c3nnnn3-c3ccccc3C)CCCC2)cc1,-29%
O=c1cc(N2CCOCC2)oc2c(N3CCOCC3)nccc12,7%[176 µM]
O=C([C@@H]1C[C@H](Oc2cccnc2)CN1C(=O)CCc1c[nH]c2ccccc12)N1CCOCC1,29%
COc1ccc(C#Cc2c(-c3ccccc3OC)oc3ccccc23)cc1,?
CC1=CCN(C(=O)C2C3C(=O)N(Cc4cccnc4)C[C@@]34C=C[C@@H]2O4)CC1 (stereo partly drawn),-3%
COc1cc(-c2onc(C)c2C(=O)NCCCc2ccccc2)cc(OC)c1OC,20%
CC1(CI)CSc2sc3ccccc3[n+]21 (stereo not drawn),?
CN(CC(=O)NC(C)(C)C)C(=O)c1cc2ccccc2oc1=O,?
O=C(Nc1cccc(Cl)c1)C1CN(c2ccccc2)C(=O)N1 (stereo not drawn),15%[176 µM]
C=CCN(C)C(=O)[C@@H]1Cc2cn(Cc3nccn3C)c3cccc(c23)[C@H](CC(C)C)N1,31%[activator][176 µM]
CCn1ncc(N2CCC(NC(=O)c3cccc(C)c3)CC2)cc1=O,27%
CC(=O)c1ccc(C(=O)N(C)C(c2ccccc2)c2ccccc2)s1,-4%
O=C(O)CCC(=O)N1N=C(c2ccsc2)CC1c1ccccc1 (stereo not drawn),-18%
O=C(Nc1c(-c2ccccc2)nc2sccn12)c1cccc(S(=O)(=O)N2CCCC2)c1,2%
COc1ccccc1N1CCN([C@H]2[C@@H]3OC[C@@H](O3)[C@@H](NC(=O)NC3CCCCC3)[C@@H]2O)CC1,56%[activator]
COC(=O)C1=C(C)N(Cc2ccc(C(F)(F)F)cc2)C(=NCc2cc(OC)c(OC)c(OC)c2)NC1c1cccc(Cl)c1 (stereo not drawn),?
# (more compounds)
SMILES,12-LOX inh
CC(C)n1ccc2c(NC(=O)Cn3nc4c(cc3=O)CCCCC4)cccc21,-10%
COc1ccccc1C(=O)N1C[C@@H](COc2ccccc2)[C@H](C(N)=O)C1,50%[activator]
CN1C(=O)C2(CCCN(C(=O)c3ccc(Cl)cc3)C2)Cc2ccccc21 (stereo not drawn),0%[6.33 µM]
O=[S+]([O-])(c1cccnc1)N1CCNc2cnc(Nc3ccc(-n4ccnc4)cc3)nc2C1,22%
COc1ccc(C2C(C#N)=C(N)N(c3c(F)cccc3F)C3=C2C(=O)CCC3)cc1OC (stereo not drawn),-44%
O=C(Cc1ccc(F)cc1)N(Cc1ccc(C(F)(F)F)cc1)C1CC1,?
O=C(c1ccco1)N1CC[C@@H]2[C@@H](CCC(=O)N2CCC2=CCCCC2)C1,3%
COc1ccc2c(c1)CCN=C2C[C@H]1CN(S(C)(=O)=O)CC[C@H]1CC(=O)O,?
O=C(c1ccc(Cl)cc1)N1CCC(c2n[nH]c(=O)n2-c2ccccc2)CC1,25%
COc1ccc(CC(=O)N[C@@H]2CN(c3ccncn3)C[C@H]2CN(C)C)cc1OC,75%[activator]
COc1ncc2nc(-c3cccs3)c(=O)n(CCc3ccccc3)c2n1,163%[activator]
COc1ccc(C(=O)Nc2ccc3c(N4CCCCC4)ncnc3c2)cc1,7%
COCCOc1cc(=O)n2c(c1C(=O)NC1CCC1)CCOCC2,26%
O=C(O)C1CCN(C2CCOCC2)CC1,-25%
CN1CCC(C(=O)NCc2c[nH]c3ncccc23)CC1,37%[activator][176 µM]
Cc1[nH]c2c(F)cccc2c1CC(=O)N1CCCC(c2nc(C(C)C)no2)C1 (stereo not drawn),18%
CC(C)(C)C(=O)/C(C#N)=C/c1ccc(OCc2ccc(Cl)cc2Cl)cc1,?
O=C(C1CC1)N1CCN(c2nc(-c3ccccc3)c3ccccc3n2)CC1,-3%
CCOc1ccc(-c2ccnc(N3CCNC(C)C3)n2)cc1C(=O)O (stereo not drawn),?
Cc1ccc(C(=O)N2C[C@@H](COCC(N)=O)[C@H](c3ccncc3)C2)cc1,9%
COc1ccc2nc(-c3nc4ccccc4[nH]3)c(C)nc2c1,3%
O=[S+]([O-])(Nc1nncs1)c1ccc2c(c1)OCCN(Cc1cccs1)C2,?
COC(=O)c1c(C)[nH]c(C(=O)C(C)OC(=O)c2cccc(Cl)c2Cl)c1C (stereo not drawn),?
COc1cc(Cl)ccc1C(=O)N1CC[C@@](C)(O)[C@@H](O)C1,9%
Nc1nc(CCCNC(=O)C2NCCc3[nH]cnc32)cs1 (stereo not drawn),83%[activator]

# Some of the entries so far, field by field:
mol: COC(=O)c1c(C)[nH]c(C(=O)C(C)OC(=O)c2cccc(Cl)c2Cl)c1C (stereo not drawn)
  12-LOX inh: ?
mol: Cc1[nH]c2c(F)cccc2c1CC(=O)N1CCCC(c2nc(C(C)C)no2)C1 (stereo not drawn)
  12-LOX inh: 18%

# Next part
SMILES,12-LOX inh
CC(=O)N[C@@H]1CCC[C@@H](C(=O)NC2CCOCC2)CC(=O)N(C)C1,-3%[176 µM]
Cc1ccc(C(=O)N2CCCC(C)C2)cc1S(=O)(=O)N1CCCCC1 (stereo not drawn),-12%
CCn1nccc1C(=O)N1CCN(c2cc(-c3ccccc3)[nH]n2)CC1,6%
CC(C)C[C@@H](NC(=O)C1=C[C@@H](NC(=O)Nc2ccc(F)cc2F)[C@@H](O)[C@H](O)C1)C(N)=O,22%
CCOC(=O)C1=C(Nc2ccccc2)O/C(=C\c2ccc(OC(F)F)cc2OC(F)F)C1=O,8%
CCN(CC)C(=O)/C=C/c1csc(C)n1,-3%
CCc1nnc(SCC(=O)Nc2ccc(Cl)cc2Cl)n1-n1cccc1,16%
Cc1ccc(/C=C(/C#N)c2nc3ccccc3[nH]2)o1,-67%
COc1ccccc1-c1ncn(Cc2cccc(-c3ccccc3)c2)c1-c1ccco1,-25%
COc1cccc(CN2CCCCCCN(C)C(=O)[C@@H]3CCC[C@@H]32)n1,159%[activator]
COC[C@]1(O)CCN(C(=O)c2c(F)ccc(OC)c2F)CC1(C)C,-1%
O=C(Nc1cccc(F)c1)N1CC(Oc2ccc(-c3nc(-c4ccccc4)no3)cc2)C1,19%
CCc1c(C)sc2nc(NCCO)n3nc(-c4ccco4)nc3c12,?
CC(C)CCNC(=O)NCCn1c(-c2ccccc2)nc2ccccc21,?
Cc1noc([C@H]2CCN(C(=O)COc3ccc(F)cc3)C[C@H]2NC(=O)C2CC2)n1,3%
O=C(c1nc(-c2cccc3[nH]ccc23)no1)N1CCCC1,5%
Cc1ccc(COC(=O)c2ccc(Cl)c(S(=O)(=O)N3CCOCC3)c2)cc1,?
Cc1ccc(NC(=O)c2ccc(Cn3cc(Cl)cn3)o2)c(C)c1,0%
c1ccc(COCCc2cn(Cc3ccccc3)c3ccccc23)cc1,-3%
Cc1cccc(-c2noc([C@@H]3Cc4nc[nH]c4CN3C(=O)c3ccc(F)cc3)n2)c1,37%[activator][176 µM]
CCc1c(-c2ccccc2Br)ncn1CCc1ccccc1OC,0%
CCCCCNC(=O)Cc1csc2nc(C)c(-c3cc(C)n(-c4cccc(C)c4)n3)c(=O)n12,5%
CC(C)c1ccc(C(=O)COC(=O)c2ccc(S(=O)(=O)NCc3ccco3)cc2)cc1,?
COCCNc1nc(-c2ccccc2)c2cc(Br)ccc2n1,12%
CCCN(CC1CCOC1)C(=O)Nc1ccccc1Cl (stereo not drawn),11%
# Next part
SMILES,12-LOX inh
O=C1CO[C@H]2CN(CCCc3ccccc3)C[C@H]2N1Cc1ccc(F)cc1,?
CCCCNC(=O)c1nc(C2CCN(S(=O)(=O)c3ccc(S(C)(=O)=O)cc3)CC2)oc1-c1ccccc1,-9%
O=C(C1CCCO1)N1CCN(c2nc(-c3ccncc3)nc3c2CNC3)CC1 (stereo not drawn),79%[activator]
CCCC(=O)N1Cc2ccccc2CC2(CCN(C)CC2)C1,9%[12.5 µM]
CCN(CC)CCCOc1ccccc1-c1ccccc1,?
O=C(CCc1ccccc1)N1CCC(Oc2cnc3c(ccn3-c3cncnc3)c2)CC1,22%[176 µM]
CC1(C)[C@H](Cc2cc(CO)on2)C[C@@H]1NS(=O)(=O)c1ccc(F)cc1,14%[176 µM]
O=C(c1ccc(F)cc1)N1CCn2c(nnc2C2CC2)C1,37%[activator][176 µM]
O=C(NC1CCN(C(=O)c2cc(C3CC3)nc3ccccc23)CC1)C1CC1,?
O=C(NCc1ccncc1)C1CN(C(=O)COc2ccccc2)CC12CCOCC2 (stereo not drawn),39%
CCCN(CC1CCOC1)C(=O)c1ccc(F)c(Cl)c1 (stereo not drawn),12%
O=C(CCc1nnn2c1CN(C(=O)NC1CCCC1)CC2)N1CCOCC1,56%[activator]
CC(C)(C)OC(=O)N1CC(NCc2ccc(-c3ccc(OC(F)(F)F)cc3)cc2)C1,8%[6.33 µM]

# Part of the list above in another layout:
CC(C)n1ccc2c(NC(=O)Cn3nc4c(cc3=O)CCCCC4)cccc21
  12-LOX inh: -10%

COc1ccccc1C(=O)N1C[C@@H](COc2ccccc2)[C@H](C(N)=O)C1
  12-LOX inh: 50%[activator]

CN1C(=O)C2(CCCN(C(=O)c3ccc(Cl)cc3)C2)Cc2ccccc21 (stereo not drawn)
  12-LOX inh: 0%[6.33 µM]

O=[S+]([O-])(c1cccnc1)N1CCNc2cnc(Nc3ccc(-n4ccnc4)cc3)nc2C1
  12-LOX inh: 22%

# Compound activity deposited in PubChem by National Center for Advancing Translational Sciences (NCATS).
